Screening data (PubChem)
Mm-Cpn inhibitor – blocks the Methanococcus maripaludis chaperonin Mm-Cpn; Potency, µM (titrated, usually from 76.9 µM), for the others: at the top dose activity, negative = inhibition, usual class: inhibitors; actives 0.031% (n = 330,000); purified Mm-Cpn ATPase, ADP Transcreener TR-FRET; further: potency means the concentration at half of the fitted maximal effect; on the % scale 0 is the no-effect control and ±100 the full control effect; nearly all actives have a fitted effect of over 80% in size
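TR-FRET (320 nm excitation; 590 and 665 nm emission) reports ADP made from 10 uM ATP by 25 nM enzyme; compounds were preincubated 10 min, reaction run 30 min, both at 37°C.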
Nrf2 block – blocks Nrf2 signaling; A549 ARE-Fluc reporter, luciferase luminescence, 18-24 h; actives 2.1% (n = 360,000); AID 504444; Potency, µM (top dose mostly 46 µM), inactives show at the highest dose activity change, negative = inhibition, most hits filed as inhibitors; further: potency means the concentration at half of the fitted maximal effect; on the % scale 0 is the no-effect control and ±100 the full control effect; nearly all actives have a fitted effect of over 60% in size
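Quantitative HTS in A549 cells stably bearing an antioxidant response element-firefly luciferase construct. Inhibition of Nrf2-driven transcription was scored by luminescence after 18-24 h of compound exposure at 37 °C.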
A549 tox – kills or reduces viability of A549 cells in Nrf2 counter-screen; AID 504648; A549 ARE-Fluc cells, CellTiter-Fluor viability, 18-24 h; Potency, µM (highest dose often 46 µM), for inactives: at the top dose activity change, negative = cytotoxicity, usual class: inhibitors; actives 0.16% (n = 390,000); further: potency means the concentration at half of the fitted maximal effect; on the % scale 0 is the no-effect control and ±100 the full control effect
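Cytotoxicity counterscreen: CellTiter-Fluor fluorescence was measured in A549 ARE_Fluc cells after 18-24 h of compound exposure in a concentration series. The subsequent BugLite luminescent read reports ARE-luciferase activity.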
Akt phos inh – Akt phosphorylation inhibition. Neuro2A IGF-stimulated pAkt S473 HTRF, 20 min; active compounds read low. activity change, % for hits at 50 µM. actives 0.32% (n = 360,000); in the data active means activity change below about -80%; inconclusive means mostly about -51% to -80%; further: on the % scale 0 is the no-effect control and ±100 the full control effect
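Single-point screen (50 µM final compound) in Neuro2A cells stimulated 20 min with 6 nM IGF at 37 deg C. After lysis, Ser473-phosphorylated Akt read by HTRF (ex 330 nm, em 615/665 nm) as the 665/615 ratio.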
CCT modulator – changes cytosolic chaperonin activity | purified chaperonin ATPase assay, HTRF ADP detection, 30 min | activity change, % (concentration not given with the values), hits read low | actives 0.3% (n = 360,000) | AID 651819; in the data active means activity change below about -30%; further: on the % scale 0 is the no-effect control and ±100 the full control effect
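ATPase activity: ADP formed was measured by HTRF Transcreener (665/615 nm ratio) after 30 min at 37 deg C with 10 uM ATP. Compounds screened at one 76 uM concentration against 40 or 20 nM TRiC in Tris pH 7.4/KCl/MgCl2/DTT buffer.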
TGFb SMAD3 inh – TGF-b pathway inhibition; HepG2 CAGA-GFP TGF-b/SMAD3 reporter, GFP fluorescence, 18 h; TGF-beta stimulated, 500 pg/mL final; Potency, µM (titrated, usually from 46.1 µM), for the others: at the highest dose activity, negative = inhibition, usual class: inhibitors; actives 1.2% (n = 410,000); further: potency means the concentration at half of the fitted maximal effect; on the % scale 0 is the no-effect control and ±100 the full control effect; nearly all actives have a fitted effect of over 65% in size
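HEPG2 CAGA-GFP cells (1000/well, DMEM with 1% FBS) were pre-incubated 2 h at 37 degrees C, given compound by pin tool, then stimulated with TGF-beta at 500 pg/mL final for 18 h before per-cell GFP fluorescence imaging.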
HepG2 tox – kills HepG2 cells in TGF-b inhibitor counter-screen; HepG2 CAGA-GFP viability, ATP luminescence, 18 h; Potency, µM (doses to about 46.1 µM), without a hit: at the highest dose activity change, negative = cytotoxicity, usual class: cytotoxic; actives 0.76% (n = 410,000); AID 588856; further: potency means the concentration at half of the fitted maximal effect; some results filed as inactive show a strong effect at the top dose
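HepG2 CAGA-GFP cells (1000/well, DMEM with 1% FBS) received compound, then TGF-beta at 500 pg/mL final, and were incubated 18 hours at 37 degrees C. Viability was read by CellTiter-Glo luminescence. Media-only wells were set as complete cell-killing and DMSO as no toxicity.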
Abeta rescue – A-beta toxicity reversal in yeast; yeast expressing A-beta42, growth rescue, OD600, 48 h; response scale: 0% DMSO, 100% iron-clioquinol control; actives 0.063% (n = 410,000); Potency, µM (titrated, usually from 46.1 µM), for inactives: top-dose growth rescue, most hits filed as activators; AID 1347071; further: potency means the concentration at half of the fitted maximal effect; nearly all actives have a fitted effect of over 55% in size
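Yeast growth medium received pinned compounds, then yeast cells expressing toxic A-beta were added; plates incubated at 30 C for 48 hr. Growth read as absorbance at 600 nm, normalized to DMSO and equimolar FeCl3 plus clioquinol controls.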
Nrf2 ARE act – activates Nrf2 signaling | Potency, µM (titrated, usually from 46.1 µM), inactives show top-dose activation, hits mostly activators | AREc32 ARE-luciferase reporter (MCF7-derived line), luminescence, 24 h | actives 0.31% (n = 410,000); further: potency means the concentration at half of the fitted maximal effect; % of control where 0% means no effect; nearly all actives have a fitted effect of over 65% in size
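Cells of the AREc32 ARE-luciferase line are plated in OPTI-MEM containing 5% FBS and left overnight at 37 deg C. Compounds are pinned in, incubation continues 24 hr, and firefly luciferase signal is then measured.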
* = called active by the depositor; i = inactive; ? = inconclusive; . = not tested or not shown; [ ] = remark or other dose. Unless noted, the call rests on the fitted dose curve; in most records, active means well fitted curve in the direction sought with a large enough effect; inconclusive means small, poorly fitted or top-dose-only effect, or another doubt; inactive means no such curve, though single readings can be large; an effect the other way counts as inactive or inconclusive.

SMILES	Mm-Cpn inhibitor	Nrf2 block	A549 tox	Akt phos inh	CCT modulator	TGFb SMAD3 inh	HepG2 tox	Abeta rescue	Nrf2 ARE act
COc1ccc(/C=C2\SC(=S)N(N3C(=O)CCC3=O)C2=O)cc1O	-7.2%	-7.7%	-15.9%	i	0.0	1.7%	5.4%	?	0.4%
COC(=O)c1cc2oc3ccccc3c2n1Cc1ccccn1	0.7%	-4.2%	2.4%	i	0.6	3.2%	-7.9%	-9.8%	6.2%
Cc1cccc(NC(=S)NC(=O)CCc2ccccc2)c1C	1.1%	4.4%	-4.6%	i	0.1	?	-38.5%	?	2.5%
CC1CCCCC12NC(=O)N(CC(=O)Nc1cccc(S(=O)(=O)N3CCCCC3)c1)C2=O (centres undefined)	2.1%	?	0.8%	i	1.4	-13.2%	2.8%	7.6%	0.1%
CCOC(=O)Nc1ccc(NC(=O)OCC)cc1	.	11.1%	0.9%	i	0.7	0.2%	-2.5%	-5.2%	0.1%
Brc1csc(C=Nc2ccc3c(c2)OCCOCCOCCOCCO3)c1	-0.7%	8.5%	1.2%	i	0.0	-0.8%	5.5%	-21.5%	-0.1%
CCn1c(SCC(=O)N(C)c2ccccc2)nc2c([nH]c3ccccc32)c1=O	0.5%	?	-17.9%	i	0.9	7.6%	-21.8%	-5.7%	4.2%
O=C(NCCCNc1ccc(C(F)(F)F)cc1[N+](=O)[O-])c1ccc(Cl)cc1	-3.1%	?	-0.5%[1.84 µM]	i	-2.3	?	-33.4%	-15.3%	-0.8%
COc1ccc2c(c1)c(CC(=O)OCC(N)=O)c(C)n2C(=O)c1ccc(Cl)cc1	1.8%	?	-9.2%	i	0.1	-1.9%	12.3%	13.1%	0.2%
CSc1ncccc1C(=O)Nc1ccc2nc(C)sc2c1	-0.4%	3.0%	-2.4%	i	-0.3	-17.8%	-4.1%	10.9%	-0.2%
N#Cc1nc(-c2ccc(F)cc2)oc1N1CCC(C(N)=O)CC1	-5.9%	9.1%	10.9%	i	-2.4	4.3%	-41.7%	3.4%	11.3%
CCOC(=O)C(CC)Sc1nc2c(cnn2-c2ccccc2)c(=O)[nH]1 (centres undefined)	0.4%	-3.0%	-9.0%	i	-1.4	-7.6%	-1.9%	-0.3%	-0.8%
COc1cc(OC)cc(-n2c3nc4ccccc4nc3c3c(=O)n(CC4CCCO4)cnc32)c1 (centres undefined)	0.9%	-1.9%	-6.6%	i	-2.2	17.1%	0.3%	-2.4%	-0.5%
O=C1NC2NC(=O)N(C(Cc3ccccc3)C(=O)O)C2N1 (centres undefined)	-2.6%	3.6%	.	i	1.2	-0.5%	1.2%	-12.0%	-0.1%
Cc1ccc(OCC(=O)Nc2cc(C(C)(C)C)on2)cc1C	-1.4%	13.2%	-0.2%	i	-10.8	1.8%	0.4%	-4.4%	-0.9%
CC(=O)Nc1ccc(C=NNC(=O)c2ccc(NS(=O)(=O)c3cccs3)cc2)cc1	-1.5%	2.5%	-0.6%	i	3.6	1.6%	6.1%	-3.6%	0.3%
Cc1cccc(NC(=O)c2ccc3c(Cl)c4c(nc3c2)CCCC4)n1	-6.2%	?	?	i	1.8	?	5.7%	-16.4%	2.6%
CCOC(=O)N1CCc2c(sc(NCc3sccc3C)c2C(=O)Nc2cc(Cl)ccc2OC)C1	.	.	0.0%	.	.	-21.3%	-3.1%	9.0%	5.2%
CCOc1cc(S(=O)(=O)NC2CCCCCC2)ccc1F	0.2%	.	-1.3%	i	-0.3	?	3.6%	-38.9%[inhibitor]	2.2%
COc1ccccc1N1CCN(C(=O)c2cc3c(=O)n(Cc4ccco4)ccc3nc2C)CC1	.	?	2.3%	.	.	-29.9%	-21.5%	9.6%	10.2%
Clc1cccc(CNc2nnnn2-c2ccccc2)c1	-1.8%	?	-4.1%	i	-1.5	-22.8%	-13.6%	0.7%	1.5%
Cc1cccc(OCc2cc(=O)n3c4c(sc3n2)CCCC4)c1C	.	-7.6%	-2.4%	.	.	-4.3%	6.8%	-4.5%	0.1%
CC(=O)c1ccc(S(=O)(=O)N2CCN(C(=O)c3ccccc3Cc3ccccc3)CC2)cc1	-6.8%	-5.6%	0.0%	i	-3.7	-9.3%	1.9%	11.4%	-0.4%
CCc1c(C)sc2c1CCN(Cc1ccc(F)cc1)C2c1ccccc1 (centres undefined)	.	.	-24.7%	.	.	-15.5%	-13.4%	-15.3%	-0.2%
COc1ccc2c(c1)c(=O)c(S(=O)(=O)c1ccc(F)cc1)cn2Cc1ccccc1Cl	.	14.4%	6.6%	.	.	9.2%	-14.6%	-19.3%	0.4%
CN(Cc1cccs1)C(=O)c1ccc(S(=O)(=O)N2CCCCC2)cc1	0.7%	-4.4%	16.0%	i	-1.2	10.7%	10.8%	8.1%	0.4%
CN(C)CCNC(=O)CN1N=C(c2ccccc2)CCC1=O	.	.	0.4%	.	.	-2.3%	-22.3%	-7.1%	0.1%
CC(C)N1C(=O)CCC1C(=O)NCc1ccco1 (centres undefined)	1.1%	4.4%	-3.0%	i	-3.9	-11.8%	-1.9%	-3.0%	-0.7%
CN(Cc1ccc(C#CCCO)cc1)CC1CCCN(CCc2ccc(Cl)cc2)C1 (centres undefined)	-0.2%	-15.8%	?	i	0.4	?	-41.0%	-0.4%	3.4%
COc1ccccc1C(=O)Nc1nnc(-c2ccc(F)cc2)s1	-0.2%	?	1.8%	i	0.7	6.4%	4.7%	-10.2%	5.5%
CCOc1ccccc1-n1c(SCC(=O)N2CCOCC2)nnc1-c1ccccn1	0.7%	17.6%	-7.5%	i	0.9	-10.8%	-9.8%	3.6%	-0.1%
COc1cc([N+](=O)[O-])ccc1N1C(=O)CC(Sc2nccc(C)n2)C1=O (centres undefined)	-0.9%	7.0%	0.9%	i	0.8	2.8%	4.8%	2.0%	-0.7%
CCN(C(=O)COC(=O)c1ccccc1O)c1cccc2ccccc12	-1.6%	-2.4%	0.8%	i	-0.9	?	-26.8%	13.8%	0.0%
CC1C=CCC2C(=O)N(c3cccc(C(=O)Nc4ccc(Br)cc4)c3)C(=O)C12 (centres undefined)	1.4%	?	?	i	-1.1	?	-37.5%	?	3.6%
Clc1ccc(OCCn2cnc3ccccc32)cc1	0.9%	-7.9%	9.7%	i	0.6	?	-27.9%	?	3.3%
O=C(O)c1ccc(NS(=O)(=O)c2ccc(N3CCCC3)c([N+](=O)[O-])c2)cc1	2.3%	?	-10.2%	i	-0.1	0.2%	-10.8%	-2.3%	0.3%
CC1CCCCN1C(=S)NCc1ccccc1 (centres undefined)	0.1%	5.2%	0.6%	i	-0.3	1.3%	5.5%	3.5%	0.0%
CC(C)NS(=O)(=O)c1cc(F)ccc1CN1C(=O)c2cccnc2C1=O	-0.2%	-12.2%	-0.6%	i	0.9	-23.1%	-5.9%	-7.3%	0.2%
O=C1CCCCN1CCCC(=O)N1CCCC(Nc2ccc(F)c(F)c2)C1 (centres undefined)	-1.4%	-13.8%	1.9%	i	-0.6	-12.1%	-4.6%	7.8%	0.1%
NC(=O)c1ncn([C@@H]2O[C@H](CNCc3cccc4c3sc3ccccc34)[C@@H](O)[C@H]2O)n1	.	12.6%	-2.7%	i	-1.5	?	3.3%	0.1%	-0.4%
CC(=O)c1ccc(N2CCN(C(=O)c3cn(C)c(=O)c4c3c3ccccc3n4C)CC2)cc1	.	-21.9%	-5.3%	.	.	11.9%	-26.3%	-5.9%	16.8%

Grouped by structure: the compounds so far containing a thiophene ring, fused or not
SMILES	Mm-Cpn inhibitor	Nrf2 block	A549 tox	Akt phos inh	CCT modulator	TGFb SMAD3 inh	HepG2 tox	Abeta rescue	Nrf2 ARE act
Brc1csc(C=Nc2ccc3c(c2)OCCOCCOCCOCCO3)c1	-0.7%	8.5%	1.2%	i	0.0	-0.8%	5.5%	-21.5%	-0.1%
CC(=O)Nc1ccc(C=NNC(=O)c2ccc(NS(=O)(=O)c3cccs3)cc2)cc1	-1.5%	2.5%	-0.6%	i	3.6	1.6%	6.1%	-3.6%	0.3%
CCOC(=O)N1CCc2c(sc(NCc3sccc3C)c2C(=O)Nc2cc(Cl)ccc2OC)C1	.	.	0.0%	.	.	-21.3%	-3.1%	9.0%	5.2%
CCc1c(C)sc2c1CCN(Cc1ccc(F)cc1)C2c1ccccc1 (centres undefined)	.	.	-24.7%	.	.	-15.5%	-13.4%	-15.3%	-0.2%
CN(Cc1cccs1)C(=O)c1ccc(S(=O)(=O)N2CCCCC2)cc1	0.7%	-4.4%	16.0%	i	-1.2	10.7%	10.8%	8.1%	0.4%
NC(=O)c1ncn([C@@H]2O[C@H](CNCc3cccc4c3sc3ccccc34)[C@@H](O)[C@H]2O)n1	.	12.6%	-2.7%	i	-1.5	?	3.3%	0.1%	-0.4%

An excerpt from above in order of the TGFb SMAD3 inh value, ascending:
Compound | TGFb SMAD3 inh
CCOC(=O)C(CC)Sc1nc2c(cnn2-c2ccccc2)c(=O)[nH]1 (centres undefined) | -7.6%
O=C1NC2NC(=O)N(C(Cc3ccccc3)C(=O)O)C2N1 (centres undefined) | -0.5%
COc1cc([N+](=O)[O-])ccc1N1C(=O)CC(Sc2nccc(C)n2)C1=O (centres undefined) | 2.8%

Compounds were not picked by outcome; 4.3% or so of the library scored in one or more.
